12-LOX inh – inhibitors of human 12S-lipoxygenase ALOX12. purified 12hLO, xylenol orange hydroperoxide absorbance. Potency, µM (doses to about 108 µM), inactives show at the highest dose activity change, negative = inhibition, actives largely listed as inhibitors. hit rate 1.1% among 580,000; active = well fitted inhibition curve with a large enough effect; inconclusive = small, poorly fitted or top-dose-only effect, or another doubt; inactive = no such curve, though single readings can be large or run the other way
Target sequence (P18054 whole entry, looked up): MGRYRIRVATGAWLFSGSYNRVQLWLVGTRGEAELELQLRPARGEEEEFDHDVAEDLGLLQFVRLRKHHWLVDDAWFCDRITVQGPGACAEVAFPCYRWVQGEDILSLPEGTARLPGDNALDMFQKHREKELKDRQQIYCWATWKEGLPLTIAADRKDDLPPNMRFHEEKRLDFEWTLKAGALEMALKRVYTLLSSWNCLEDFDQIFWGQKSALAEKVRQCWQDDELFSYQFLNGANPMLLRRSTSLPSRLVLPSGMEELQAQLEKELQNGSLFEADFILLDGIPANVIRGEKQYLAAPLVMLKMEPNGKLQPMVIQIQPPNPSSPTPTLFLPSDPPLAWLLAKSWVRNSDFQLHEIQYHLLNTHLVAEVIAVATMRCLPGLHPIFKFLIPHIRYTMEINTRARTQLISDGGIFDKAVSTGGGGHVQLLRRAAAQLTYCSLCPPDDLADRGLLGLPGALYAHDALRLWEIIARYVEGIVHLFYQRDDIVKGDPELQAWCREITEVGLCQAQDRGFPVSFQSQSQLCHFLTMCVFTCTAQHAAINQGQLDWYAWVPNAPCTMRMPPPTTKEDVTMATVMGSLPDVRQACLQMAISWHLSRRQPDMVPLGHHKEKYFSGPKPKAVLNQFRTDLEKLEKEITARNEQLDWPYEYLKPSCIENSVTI
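Purified human 12hLO at 150 nM in 25 mM Hepes, 0.01% Triton X-100, pH 7.0, preincubated 15 min at room temperature with compound. Reaction started with 40 uM arachidonic acid, 30 min at room temperature. Hydroperoxide measured by Fe-xylenol orange, 573/405 nm absorbance ratio.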
* = called active by the depositor; u = inconclusive; & = joins results of further samples; [ ] = remark or other dose. % is scaled to controls: 0 for no effect and ±100 for the full control effect; potency is read from the fitted curve at half-maximal effect. Some of the compounds tested; count on the stated rates, not on these rows.

CSc1nccc(-c2ccccc2CO)n1
  12-LOX inh: 39%[activator]
O=C([C@@H]1C[C@H](F)CN1C(=O)c1ccoc1)N1CCCCC1
  12-LOX inh: 13%
COc1ccccc1C(=O)N1CC2(C1)C(=O)Nc1ccccc12
  12-LOX inh: 6%[6.33 µM]
O=C(NC[C@H]1Cn2ccnc2CO1)c1ccc(C(F)(F)F)cc1
  12-LOX inh: 33%[activator][176 µM]
O=c1c2cc(-c3ccc(F)cc3)nn2ccn1CC(O)c1ccc2c(c1)OCO2 (centres undefined)
  12-LOX inh: 30%
CNCCN1C(=O)CC[C@H]2CN(C(=O)CCCn3cnnn3)CC[C@H]21
  12-LOX inh: 29%
CN1CCC(OC2CCN(S(=O)(=O)c3ccc(F)cc3)CC2)CC1
  12-LOX inh: 8%
COc1ccc(S(=O)(=O)Nc2ccc(C)n(CC(=O)NCc3ccco3)c2=O)cc1
  12-LOX inh: -1%
Cn1c(CO[C@H]2CN(S(=O)(=O)c3ccc(Cl)cc3)C[C@H]2F)nc2ccccc21
  12-LOX inh: -10%[176 µM]
COC1CN(C2CCN(C(=O)NC(C)(C)C)CC2)C12CCOCC2 (centres undefined)
  12-LOX inh: 14%

Cc1cc(C(=O)N(CC2CCN(Cc3ccccc3C)CC2)CC2CCCO2)c(C)o1 (centres undefined)
  12-LOX inh: 16%
COCCN1C(=O)CC[C@@]2(C(=O)NCc3ccncc3)CCCC[C@H]12
  12-LOX inh: 3%
Cn1cccc1C(=O)NCc1nnc2ccc(-c3ccccc3)nn12
  12-LOX inh: 7%
CN1CCCCC(NC(=O)CCl)C1=O (centres undefined)
  12-LOX inh: -4%
O=C1c2c(nc(COc3ccc4c(c3)OCO4)n2Cc2ccccc2)NCCN1Cc1ccccc1F
  12-LOX inh: 14%
Cc1cc(C(=O)N2CCCC(n3c(C)cnc3C3CC3)C2)n(C)n1 (centres undefined)
  12-LOX inh: -8%
C#CCNC(=O)[C@@H]1CCCN1[C@@H](C(=O)NC)c1ccccc1OC
  12-LOX inh: u
COc1ccc(C(=O)N2CCN3C(=O)N(Cc4ccc(C)cc4)C[C@H]3C2)cc1
  12-LOX inh: 10%[176 µM]
N#Cc1ccc(-c2nc(C(=O)NCC3CCCCC3)no2)cc1
  12-LOX inh: 30%
CCCOCCCNC(=O)c1c(C)noc1-c1ccc(OC(F)(F)F)cc1
  12-LOX inh: 60%[activator]

Gathered by group: those above containing a Cl atom
Cn1c(CO[C@H]2CN(S(=O)(=O)c3ccc(Cl)cc3)C[C@H]2F)nc2ccccc21
  12-LOX inh: -10%[176 µM]
CN1CCCCC(NC(=O)CCl)C1=O (centres undefined)
  12-LOX inh: -4%

Next records
CC[C@H]1CN(C(=O)c2ccnc(Cl)c2)CC[C@H]1CC(=O)NCc1ccccc1
  12-LOX inh: 8%[176 µM]
O=C1Cc2c(-c3ccccc3Oc3ccccc3)n[nH]c2CN1Cc1ccccc1
  12-LOX inh: 10%[176 µM]
COC[C@@H]1[C@H](C(=O)O)CCC(=O)N1C
  12-LOX inh: 9%
CCCCN1C(=O)c2ccccc2C(C(=O)Nc2cccc(NC(C)=O)c2)C12CCCC2 (centres undefined)
  12-LOX inh: 36%
O=C(c1cc[nH]c(=O)c1)N1CCCn2ccnc2C1c1ccccc1 (centres undefined)
  12-LOX inh: 30%
CCOC(=O)c1ccc(NC(=O)N2Cc3[nH]cnc3C[C@H]2c2nc(-c3ccc(Cl)cc3)no2)cc1
  12-LOX inh: 37%
CC(C)C1=NOC2(CCN(C(=O)C3CCCC3)CC2)C1
  12-LOX inh: 1%[12.5 µM]
O=C(NC1CCN(c2cc(-c3ccc(Cl)cc3)[nH]n2)C1)c1ccccc1 (centres undefined)
  12-LOX inh: -9%
CC1=NOC2(CCN(Cc3cccn3C)CC2)C1
  12-LOX inh: 22%[176 µM]
O=C(NC1CCCN(c2cc(-c3ccccc3)[nH]n2)C1)c1ccc2[nH]ccc2c1 (centres undefined)
  12-LOX inh: -1%

C=CCOc1cccc(-c2nnc(CCC(=O)NC(C)CC)c(=O)[nH]2)c1 (centres undefined)
  12-LOX inh: 17%
CCOc1ccc(CN2CCCC(COc3ccccc3C(=O)N3CCCC3)C2)cc1 (centres undefined)
  12-LOX inh: 56%[activator]
CC1CCN(CCCNC(=O)C2CCCN(S(=O)(=O)c3cn(C)cn3)CCC(=O)NCC2)CC1 (centres undefined)
  12-LOX inh: 5%
Cc1ncc(C(C)C)c(-c2ccccc2CN(C)C)n1
  12-LOX inh: 8%
COc1ccc(-c2ccnc(N[C@H]3CO[C@H]4[C@@H]3OC[C@H]4OC(=O)Nc3ccc(C(C)=O)cc3)n2)cc1
  12-LOX inh: -1%
CN(C)c1cccc(-c2nc(-c3nnn4c3COC(c3ccccc3Cl)C4)no2)c1 (centres undefined)
  12-LOX inh: 8%
COCc1nnc2n1CCC(NC(=O)COc1ccc(F)cc1)CC2 (centres undefined)
  12-LOX inh: 20%
O=C1NC2(Cc3ccccc31)CN(CC1CCOCC1)C2
  12-LOX inh: 4%[12.5 µM]
Cc1ccc(CNC(=O)N2CCCC(c3nn[nH]n3)C2)cc1 (centres undefined)
  12-LOX inh: 7%
CN1CC(=O)N(c2ccccc2F)Cc2c(NCCc3ccc(F)cc3)ncnc21
  12-LOX inh: -17%

CCCCc1nn(CC(=O)NCc2noc(C3CCCO3)n2)c(=O)n1CC (centres undefined)
  12-LOX inh: 46%[activator]
Cn1cccc1CNC(=O)C1c2ccccc2C(=O)N(C2CCCCC2)C12CCCC2 (centres undefined)
  12-LOX inh: 16%
C[C@H]1[C@@H](NC(=O)Nc2cccc(C(F)(F)F)c2)CC[C@@]23CCCN2C(=O)CCC[C@@H]13
  12-LOX inh: 6%
c1coc(CNC2(Cc3cc(CN4CCOCC4)on3)COC2)c1
  12-LOX inh: 1%[176 µM]
O=C(Nc1ccc(F)c(F)c1)c1ccc(Cn2ccn3nc4c(c3c2=O)CCCC4)cc1
  12-LOX inh: 22%
CCCCNC(=O)C1c2ccccc2C(=O)N(CCOC)C12CCCCC2 (centres undefined)
  12-LOX inh: 27%
O=C(C(=O)N1CCC(CNS(=O)(=O)c2cc(C(F)(F)F)cc(C(F)(F)F)c2)CC1)c1cccs1
  12-LOX inh: -1%
COCc1ccc2c(c1)c(OC(C)(C)C(=O)NC(C)C)nn2Cc1cccnc1
  12-LOX inh: u
O=C(NC[C@H]1O[C@@H](CO)[C@@H](O)[C@H]1N1CCN(c2cccc(C(F)(F)F)c2)CC1)c1cccs1
  12-LOX inh: u
COCCN1C(=O)c2ccccc2C(C(=O)NCC(C)C)C12CCCC2 (centres undefined)
  12-LOX inh: 33%

CCOc1ccccc1C(=O)NCc1nnc2c(-c3nc(C(C)C)no3)cccn12
  12-LOX inh: 56%[activator]
Fc1ccc(-c2cnc([C@@H]3COCCN3Cc3c[nH]c4ccccc34)[nH]2)c(F)c1
  12-LOX inh: -31%[176 µM]
COc1cccc(CNC(=O)[C@@H]2C[C@@H](O)CN2C2CCN(C(=O)c3cccnc3)CC2)c1
  12-LOX inh: 50%[activator]
COc1ccccc1CCN1CCC(CN(C)C(=O)CCc2ccccc2Cl)CC1
  12-LOX inh: 8%
COc1cccc([S+](=O)([O-])N2CCn3c(nn(-c4cccc(Cl)c4)c3=O)C2)c1
  12-LOX inh: 6.3µM*
COC(=O)C1CCCCN1Cc1ccc2c(c1)CN(Cc1cn[nH]c1-c1ccc(F)cc1)CCO2 (centres undefined)
  12-LOX inh: 10%
COc1ccccc1N1CCN(C2CCCN(Cc3nc(C(N)=O)no3)C2)CC1 (centres undefined)
  12-LOX inh: -1%
O=C(c1ccc(C(F)(F)F)cc1)N1CCC2(CC1)C(=NC1CCCC1)NC(=O)N2c1cccnc1
  12-LOX inh: 3%[6.33 µM]
COc1cccc(NC(=O)[C@@H]2C[C@@H](c3ccc(F)cc3)N(CCOc3ccccc3)C2)c1
  12-LOX inh: -9%[176 µM]
Cc1nc(-c2cn(C3CCCN(C(=O)c4cccc(OC(F)(F)F)c4)C3)nn2)no1 (centres undefined)
  12-LOX inh: 26%

The final seven records of the section before are carried over, then new ones follow:
COc1ccccc1CCN1CCC(CN(C)C(=O)CCc2ccccc2Cl)CC1
  12-LOX inh: 8%
COc1cccc([S+](=O)([O-])N2CCn3c(nn(-c4cccc(Cl)c4)c3=O)C2)c1
  12-LOX inh: 6.3µM*
COC(=O)C1CCCCN1Cc1ccc2c(c1)CN(Cc1cn[nH]c1-c1ccc(F)cc1)CCO2 (centres undefined)
  12-LOX inh: 10%
COc1ccccc1N1CCN(C2CCCN(Cc3nc(C(N)=O)no3)C2)CC1 (centres undefined)
  12-LOX inh: -1%
O=C(c1ccc(C(F)(F)F)cc1)N1CCC2(CC1)C(=NC1CCCC1)NC(=O)N2c1cccnc1
  12-LOX inh: 3%[6.33 µM]
COc1cccc(NC(=O)[C@@H]2C[C@@H](c3ccc(F)cc3)N(CCOc3ccccc3)C2)c1
  12-LOX inh: -9%[176 µM]
Cc1nc(-c2cn(C3CCCN(C(=O)c4cccc(OC(F)(F)F)c4)C3)nn2)no1 (centres undefined)
  12-LOX inh: 26%
O=C(c1ccc(F)c(F)c1)N1CC(c2nnc(-c3ccncc3)o2)C2(CCOCC2)C1 (centres undefined)
  12-LOX inh: -8%
CC(C)C(=O)Nc1ccc(C2(C(=O)N3CCCC3)CCCCC2)cc1
  12-LOX inh: 45%[activator]
COc1cccc(N2C(=O)NC(=NC3CCCCC3)C23CCN(Cc2cccn2C)CC3)c1
  12-LOX inh: 5%[6.33 µM]
CS(=O)(=O)N1CCCC(c2nc(CCOc3ccc(F)cc3)no2)C1 (centres undefined)
  12-LOX inh: 32%
COc1ccc(C(=O)Nc2ccc(-c3noc([C@@H]4CCCN4Cc4ccc(F)cc4)n3)cn2)cc1
  12-LOX inh: -8%
CC(Oc1cccc(Cl)c1)C(=O)N1CCN(c2cc(-c3cccs3)[nH]n2)CC1 (centres undefined)
  12-LOX inh: 16%
CCOC1CCOC2(CCN(C(=O)c3ccco3)CC2)C1 (centres undefined)
  12-LOX inh: 38%[activator]
c1ccc(-c2nc3ncccc3[nH]2)nc1
  12-LOX inh: 102%&52%[activator][176 µM]
CCCn1ccc2sc(C)c(C(=O)NCc3cc(F)ccc3F)c2c1=O
  12-LOX inh: 7%
CN(C)c1nc2c(c(=O)[nH]1)CCN(Cc1cccc(Br)c1)CC2
  12-LOX inh: 31%[activator]

COc1ccc(-c2noc(-c3nc(-c4ccc5c(c4)OCO5)no3)n2)c(OC)c1
  12-LOX inh: 51%[activator]
O=C(CN1CC2CC(C1)[C@H]1CCCC(=O)N1C2)NCc1ccc(F)cc1 (some centres undefined)
  12-LOX inh: 55%[activator]
COc1ccc(NC(=O)O[C@@H]2C=C[C@H](c3c(C)nn(-c4ccc(C)c(Cl)c4)c3C)C2)cc1
  12-LOX inh: 13%
O=C(c1ccccc1OCC1CCCNC1)N1CCCCC1 (centres undefined)
  12-LOX inh: 17%
O=c1[nH]nc2n1CCC(NS(=O)(=O)c1ccc3c(c1)CCC3)CC2 (centres undefined)
  12-LOX inh: u
Cc1cccc(CN2C[C@]34C=C[C@H](O3)C(C(=O)N(C)Cc3nnc(C)o3)C4C2=O)c1 (some centres undefined)
  12-LOX inh: 10%
COc1ccc(CCNC(=O)CC(c2cccc(F)c2)c2cn(C)c3ccccc23)cc1OC (centres undefined)
  12-LOX inh: 2%
Cc1ccccc1C(=O)Nc1ccnn1C1CCN(C(=O)C2(N)CCC2)CC1
  12-LOX inh: u
Cc1cc2ncc(C(=O)N(C)Cc3cccnc3)cn2n1
  12-LOX inh: 7%[176 µM]
CC1(C)CC2CC(C)(CN2C(=O)CCC2(Cc3ccco3)CCC(=O)N2)C1 (centres undefined)
  12-LOX inh: 57%

C#CCN(C)C(=O)c1c(-c2ccc(OC)cc2)noc1[C@H](C)O
  12-LOX inh: 2%[176 µM]
Cc1ccc(C)c([S+](=O)([O-])c2nnn3c2nc(NCc2ccncc2)c2ccccc23)c1
  12-LOX inh: 5%[6.33 µM]
Cc1ccc(CNC2(Cc3cc(-c4ccccn4)on3)COC2)o1
  12-LOX inh: -10%[176 µM]
NCCCN1C(=O)CC[C@H]2CN(C(=O)c3ccc4c(c3)CCC4)CC[C@H]21
  12-LOX inh: -5%
CN(CC1CCOC1)S(=O)(=O)c1ccc(F)c(F)c1 (centres undefined)
  12-LOX inh: 41%
Cc1ccc(CN2CCC3(Cc4ccccc4NC3=O)C2)cc1 (centres undefined)
  12-LOX inh: u
O=C1CCC(=O)N1CC(=O)N1CCCCCC1c1nnc(-c2ccccc2)o1 (centres undefined)
  12-LOX inh: -2%
CC1(C)[C@H]2CC=C(CN3CCC(CCC(=O)N4CCN(c5ccccc5)CC4)CC3)[C@@H]1C2
  12-LOX inh: -1%
CN1c2cc(C(=O)NC3CCCCCC3)ccc2C(=O)N2CCCCC21 (centres undefined)
  12-LOX inh: 9%
CCc1noc(C)c1C(=O)N[C@H]1CCOC[C@H]1C1CCOCC1
  12-LOX inh: 43%[activator]
CCOc1ccccc1CNC(=O)c1cc(NC(C)=O)cc2nc(C)ccc12
  12-LOX inh: -5%
C[C@@H]1CN(C2CCN(C(=O)c3cc[nH]c3)CC2)C[C@H](C)O1
  12-LOX inh: 8%

High-throughput results (PubChem BioAssay)
